Bioassay records as filed in PubChem BioAssay.
Tn7 DDE FP: DD(E)-Tn7 binding inhibition, primary FP screen. FP displacement of FITC-Tn7 peptide from fibrin DD(E); 0% = median of compound wells per plate. P02675. hit rate 0.13% among 370,000. inhibition, % at 8.3 µM;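 active means inhibition above the mean of compounds falling within the control limits plus 3 SD of them, cut at about 14% in these data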;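 further: 0% = plate median of compound wells and 100% = 10 µM Aha-Tn7 peptide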
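Assay system: Human fibrin DD(E) protein | Medium: Tris buffer with calcium and detergent, pH 7.8 | Reagent: 0.1 µM fluorescent Tn7 | Compound dosing: Single point at 8.3 µM | Times: 10 min preincubation, 3 h with tracer, room temperature | Detection: Fluorescence polarization of the labelled Tn7 tracer | Controls: Aha-Tn7 high control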
PLC-gamma1 inh: blocks human PLC-gamma1 enzyme activity; purified PLC-gamma1, fluorogenic substrate, fluorescence; P19174; inhibition, % at 12.2 µM; hit rate 0.84% among 370,000; in the data active means inhibition above about 9.5%
ADAM10 inh: inhibits human ADAM10. O14672. recombinant ADAM10, EDANS/DABCYL FRET peptide cleavage, 3 h. inhibition, % at 7 µM. hit rate 0.62% among 370,000;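 active means inhibition above a per-campaign cutoff equal to the mean of compounds falling between control-based bounds plus 3 SD, cut at about 20% in these data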;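 further: 0% = DMSO wells while the 100% control is not disclosed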
ASAP1 GAP inh: blocks human ASAP1-stimulated Arf1 GTP hydrolysis | Q9ULH1 | GDP FP detection | inhibition, % at 16.5 µM | hit rate 0.19% among 360,000 | AID 624377; in the data active means inhibition above about 25%;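 further: 0% = vehicle with enzyme and substrate and 100% = no enzyme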
ARFGAP1 inhibitor: inhibits rat ARF GTPase activating protein 1; inhibition, % at 16.5 µM; AID 651572; hit rate 0.26% among 360,000; Arfgap1-stimulated ARF1 GTP hydrolysis, GDP FP detection; Q62848;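 active means inhibition above a per-plate limit, mean inhibition of low control wells plus 3 SD, cut at about 25% in these data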;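 further: 0% = DMSO wells with enzyme and 100% = wells lacking Arfgap1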
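Assay system: purified rat His6-Arfgap1 residues 1-136 (GAP domain); Reagent: human Δ17 ARF1 bound to GTP; Dosing: 16.5 µM single point, 1.26% DMSO; Times: GTP hydrolysis reaction 2 h at 25 °C; Signal: FP, GDP Alexa 633 tracer displaced from anti-GDP antibody, 620/688 nm; Measure: % inhibition from polarization.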
SIAE inh: inhibitors of human sialic acid acetylesterase SIAE; inhibition, % at 9.66 µM; Q9HAT2; hit rate 0.69% among 370,000; SIAE FP-Rh probe binding, fluorescence polarization;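 active means inhibition above a cutoff: mean of compounds within the control limits plus 3 SD of those, cut at about 17% in these data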;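 further: 0% = plate median of compound wells and 100% = probe without SIAE protein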
Target sequence (Q9HAT2 whole entry, looked up): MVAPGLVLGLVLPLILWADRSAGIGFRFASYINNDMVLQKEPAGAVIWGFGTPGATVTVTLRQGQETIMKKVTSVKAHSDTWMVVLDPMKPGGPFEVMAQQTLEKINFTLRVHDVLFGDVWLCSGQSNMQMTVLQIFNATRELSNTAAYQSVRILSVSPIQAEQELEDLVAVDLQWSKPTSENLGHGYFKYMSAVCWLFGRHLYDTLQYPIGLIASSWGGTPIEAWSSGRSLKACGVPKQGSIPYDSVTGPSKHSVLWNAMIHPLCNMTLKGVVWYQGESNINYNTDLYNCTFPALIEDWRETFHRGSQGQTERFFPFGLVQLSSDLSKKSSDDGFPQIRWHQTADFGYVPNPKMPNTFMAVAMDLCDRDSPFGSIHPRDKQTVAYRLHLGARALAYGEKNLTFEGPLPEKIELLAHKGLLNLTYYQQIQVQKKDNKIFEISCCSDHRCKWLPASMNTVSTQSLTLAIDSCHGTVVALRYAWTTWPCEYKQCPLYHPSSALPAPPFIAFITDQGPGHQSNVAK
ADAM17 inh: inhibitors of human ADAM17; P78536; recombinant ADAM17, EDANS/DABCYL FRET peptide cleavage; inhibition, % at 6.95 µM; hit rate 0.83% among 370,000; AID 720648;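 active means inhibition above the mean of compounds lying between control limits plus 3 SD, set per campaign, cut at about 8.5% in these data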;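 further: 0% = DMSO-only wells as the low control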
Target sequence (P78536 215-824 limits assumed): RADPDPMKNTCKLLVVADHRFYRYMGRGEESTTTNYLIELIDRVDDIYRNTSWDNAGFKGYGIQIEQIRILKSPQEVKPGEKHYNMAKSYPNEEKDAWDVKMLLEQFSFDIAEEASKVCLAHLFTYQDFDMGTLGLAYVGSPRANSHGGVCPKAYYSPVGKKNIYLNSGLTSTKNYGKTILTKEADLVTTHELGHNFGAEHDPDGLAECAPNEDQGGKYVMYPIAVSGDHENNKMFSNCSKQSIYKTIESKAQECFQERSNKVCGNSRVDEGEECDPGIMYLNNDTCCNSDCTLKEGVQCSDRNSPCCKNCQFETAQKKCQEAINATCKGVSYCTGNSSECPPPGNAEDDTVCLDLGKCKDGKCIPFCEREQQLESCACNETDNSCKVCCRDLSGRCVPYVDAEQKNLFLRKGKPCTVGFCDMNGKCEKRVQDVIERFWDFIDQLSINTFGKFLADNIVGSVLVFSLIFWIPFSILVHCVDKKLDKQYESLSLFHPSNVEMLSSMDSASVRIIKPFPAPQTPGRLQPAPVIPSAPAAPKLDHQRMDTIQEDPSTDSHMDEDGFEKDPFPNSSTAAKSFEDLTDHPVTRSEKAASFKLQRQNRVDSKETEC
TDP2 inh: TDP2 (human) inhibition, absorbance primary screen; inhibition, % at 12.8 µM; recombinant TDP2, T5PNP hydrolysis, p-nitrophenol absorbance 415 nm; hit rate 0.34% among 370,000; O95551;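 active means inhibition above the mean of all tested compounds plus 3 SD, set per campaign, cut at about 25% in these data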;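 further: 0% = DMSO with enzyme and 100% = buffer with substrate but no TDP2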
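Read-out basis: percent inhibition. System: recombinant human TDP2. Buffer or medium: Mg2+-containing Tris-HCl buffer, pH 7.5. Repeats: single replicate. Timing: reaction 2 h, 37 °C. Benchmarks: high control without enzyme, low control DMSO plus TDP2. Probe or stimulus: 5 mM T5PNP. Doses: 12.8 µM only. Measured by: epi absorbance of p-nitrophenol freed from T5PNP by hydrolysis.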
Tn6 DDE FP: inhibitors of Tn6 peptide binding to human fibrin DD(E); inhibition, % at 8.3 µM; hit rate 0.21% among 370,000; Fibrin DD(E) TRITC-Tn6 fluorescence polarization displacement; P02675;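 active means inhibition above a per-campaign cutoff: mean of compounds within control limits plus 3 SD, cut at about 15% in these data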;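 further: 0% = median of all compound wells on the plate and 100% = blocking peptide control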
PLC-beta3 inh: blocks human PLC-beta3 enzyme activity. hit rate 0.18% among 370,000. Q01970. inhibition, % at 12.2 µM. Purified PLC-beta3, fluorogenic substrate, fluorescence; in the data active means inhibition above about 11%;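 further: 0% = median of compound wells on plate and 100% = full blocker control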
The depositor's hits bear a star.

SMILES	Tn7 DDE FP	PLC-gamma1 inh	ADAM10 inh	ASAP1 GAP inh	ARFGAP1 inhibitor	SIAE inh	ADAM17 inh	TDP2 inh	Tn6 DDE FP	PLC-beta3 inh
O=C(Nc1nnc(S(=O)(=O)N2CCN(c3ccc(F)cc3)CC2)s1)c1ccccc1	-1	-11	2	-5	7	2	1	6	3	-20
COc1ccccc1CNC(=O)Cc1cc(=O)[nH]c(=O)[nH]1	1	3	9	-4	-4	-4	-2	7	11	-1
CN(C)CCCNC(=O)c1cc(C(=O)c2ccccc2)c[nH]1	2	-2	-2	-7	-10	4	-4	-2	-9	-5
Cc1ccc(S(=O)(=O)N2CCCCC2)cc1C(=O)NCCc1ccccc1	3	-2	3	3	13	9	-2	-16	2	-8
Cc1cc(F)ccc1S(=O)(=O)N1CCCOC1CNC(=O)C(=O)NCc1ccco1 (stereo not drawn)	1	1	-1	-7	4	1	3	3	-3	4
COc1ccc(C=O)cc1CN1C(=O)c2ccccc2C1=O	-2	0	7	-7	0	-3	3	4	-7	-7
CCOc1ccc(C(C)C)cc1S(=O)(=O)N1CCOCC1	0	1	-9	10	8	-9	-4	4	-5	0
Cc1c(OCC(=O)C(C)(C)C)ccc2c3c(c(=O)oc12)CCCC3	7	-11	-21	4	3	4	-10	17	0	-18
CCCN1Cc2cccc(C(=O)NCCc3ccccc3)c2C1=O	3	2	-3	-9	2	4	-6	3	-5	-6
COc1ccc(CC(=O)n2nc(-c3cccnc3)nc2N)cc1	-2	-16	-16	-18	2	0	-7	-1	4	-15

One compound at a time, as listed above. Order of values: Tn7 DDE FP	PLC-gamma1 inh	ADAM10 inh	ASAP1 GAP inh	ARFGAP1 inhibitor	SIAE inh	ADAM17 inh	TDP2 inh	Tn6 DDE FP	PLC-beta3 inh
`CCCN1Cc2cccc(C(=O)NCCc3ccccc3)c2C1=O` across the screens: 3	2	-3	-9	2	4	-6	3	-5	-6
`COc1ccc(C=O)cc1CN1C(=O)c2ccccc2C1=O` across the screens: -2	0	7	-7	0	-3	3	4	-7	-7
`COc1ccc(CC(=O)n2nc(-c3cccnc3)nc2N)cc1` across the screens: -2	-16	-16	-18	2	0	-7	-1	4	-15
`CCOc1ccc(C(C)C)cc1S(=O)(=O)N1CCOCC1` across the screens: 0	1	-9	10	8	-9	-4	4	-5	0

(listing goes on)
SMILES	Tn7 DDE FP	PLC-gamma1 inh	ADAM10 inh	ASAP1 GAP inh	ARFGAP1 inhibitor	SIAE inh	ADAM17 inh	TDP2 inh	Tn6 DDE FP	PLC-beta3 inh
CCCC(=O)N1CC(=O)Nc2ccc(Br)cc2C1c1ccc(F)cc1 (stereo not drawn)	5	1	-3	2	-12	-3	0	13	9	1
CCn1c(NC(=O)Nc2ccccc2OC)nc2ccccc21	1	2	1	1	6	8	-2	5	-2	0
CCc1ccc(C(=O)COC(=O)CNC(=O)c2cccs2)cc1	0	-2	-5	7	-5	-1	-3	5	-2	0
COc1ccc(NC(=O)CCCn2c(=O)oc3ccccc32)cc1Cl	-4	1	6	-7	-4	-1	-1	-2	-5	2
Cc1ccc(CNC(=O)c2cc(=O)c3ccc(C)cc3o2)cc1	6	0	-6	0	-2	3	-5	4	0	-8
CC(=O)NC(=S)NNC(=O)COc1ccc(Br)cc1	6	-1	1	-9	5	4	0	-2	4	1
COc1cccc(-c2ccc3c(c2)C2CC3CCN2C(C)=O)c1 (stereo not drawn)	8	1	-9	-3	-5	0	-3	9	0	-3
COc1ccc(N2CCN(Cc3cc(=O)oc4ccc(Cl)cc34)CC2)cc1	1	-2	-3	-4	-12	8	-2	11	2	0
O=C(CSc1nnc(-c2ccc(O)cc2)o1)Nc1ccccc1Br	3	1	0	-7	3	-1	-2	13	-5	-5
CC(C)(C)OC(=O)C[C@H]1C/C=C\C[C@H](CC(=O)N[C@H](CO)Cc2ccccc2)C(=O)N[C@H](C(C)(C)C)COC1=O	0	2	-1	11	16	5	-2	0	1	-2
COC(=O)CC1C(=O)NCCN1C(=O)c1ccc(Cl)cc1 (stereo not drawn)	0	6	-6	7	13	-1	-4	-20	4	-7
Cc1cc(NC(=O)CSc2nc3ccccc3c(=O)n2Cc2ccccc2)no1	0	0	1	2	5	5	-2	2	1	1
Cc1cc2[nH]c(=S)[nH]c2cc1C	-3	-2	-8	5	-2	0	-6	11	-3	-1
O=C(O)CCC(=O)NNC(=O)c1cccc(Cl)c1	-2	-2	-3	-6	-11	-1	-1	-5	2	-2
CCOC(=O)c1c(C)[nH]c(=S)c(C#N)c1-c1ccc(Cl)cc1	0	-10	0	6	-7	-2	-2	5	-5	-13
COc1ccc(NC(=O)Nc2ccc3c(c2)C(=O)N([C@@H](C)CO)C[C@@H](C)[C@@H](CN(C)S(=O)(=O)c2cccs2)O3)cc1	11	3	21*	4	5	16	8.8*	-7	-8	1
CCCCNC(=O)c1nc(-c2ccccc2)oc1-c1ccc(Cl)cc1	-1	-1	-20	-9	6	-4	-4	3	1	-1
CC(C)C(=O)N(c1ccc(F)cc1)C1C=CS(=O)(=O)C1 (stereo not drawn)	3	-1	-9	5	3	1	-5	4	-2	-1
O=C(Nc1ccccc1)N1CCCC2CCCCC21 (stereo not drawn)	5	-1	8	8	6	-6	-1	9	12	3
CCOCCCNC(=O)CN1C(=O)CSc2ccc(S(=O)(=O)N3CCOCC3)cc21	1	1	-8	-4	10	0	-2	-10	0	0
COC(=O)CN(c1ccccc1[N+](=O)[O-])S(=O)(=O)c1ccccc1	-4	2	0	-27	-5	3	0	1	4	2
O=c1[nH]c(SCc2ccc(Cl)cc2)nc2ccccc12	2	-2	1	3	0	-6	-3	5	-2	4
CC1(C)CC(CC(=O)Nc2ccccn2)C(=O)O1 (stereo not drawn)	3	2	-1	-3	-4	5	-4	2	-5	0
O=C(Nc1ccc(NC(=O)N2CCN(c3ccccc3O)CC2)cc1)N1CCN(c2ccccc2O)CC1	6	0	-2	-5	11	16	-2	-5	-12	-5
Nc1nc(-c2ccc3ccccc3c2)cs1	4	-34	-27	0	6	5	-17	15	2	-49
O=C(Cn1cc(C(F)(F)F)ccc1=O)NCC1CCCO1 (stereo not drawn)	5	7	4	-6	16	-6	5	-17	-1	0
O=C(CSc1ccccn1)N1CCN(C(=O)CSc2ccccn2)CC1	3	0	3	-5	-7	4	-2	-1	4	1
CC1c2[nH]c3ccccc3c2C[C@H]2C(=O)N(CCCN(C)C)CC(=O)N12 (stereo partly drawn)	1	-4	1	-1	1	-3	-7	-3	0	-2
COc1ccc(C(=O)N/C(=C/c2cccnc2)C(=O)N2CCN(C)CC2)cc1OC	-4	0	-8	0	-1	6	-5	-1	-4	-10
CC(=O)NNS(=O)(=O)c1ccccc1[N+](=O)[O-]	-1	3	-1	1	3	3	-1	11	-9	3
CC(=O)c1ccc(NC(=O)CCC(=O)OCC(F)(F)C(F)F)cc1	3	6	5	6	-4	-5	0	0	4	3
O=C(/C=C/c1ccccc1)OCC(=O)c1c[nH]c2ccccc12	-3	-2	-2	-4	3	0	-1	-3	0	-5
COc1ccc(NC(=O)c2sc(=O)n(Cc3ccccc3C#N)c2C)cc1OC	2	2	-8	-5	3	7	3	-3	6	1
O=C(c1cc(-c2ccncc2)nc2ccccc12)N1CCN(c2ccccn2)CC1	-5	2	-5	-6	0	-4	-2	-1	7	0
O=C(NCCN1CCN(C(=O)c2cccs2)CC1)C(=O)Nc1ccc(Br)cc1	-3	3	1	-1	10	4	0	0	-6	3
O=C1CC(c2ccco2)Cc2nc(N3CCN(Cc4ccc5c(c4)OCO5)CC3)ncc21 (stereo not drawn)	8	-5	7	0	0	4	0	-1	2	-6
COC(=O)c1ccccc1NC(=O)Cn1cc2c(n1)CCC(C)C2 (stereo not drawn)	3	0	2	10	10	6	3	1	-6	2
COCCCNC(=O)C[C@@H]1C[C@@]2(C(=O)OC)CC(C)(C)CC=C2N(Cc2ccco2)C1=O	-4	2	-4	15	3	4	-2	9	-3	4
Cc1c([N+](=O)[O-])cc(C(=O)Oc2cccc(C(=S)N3CCOCC3)c2)cc1[N+](=O)[O-]	-7	2	-3	6	-2	-1	-2	1	-5	-1
Cc1ccc(C(=O)C(C)OC(=O)c2ccc(Cl)nc2)cc1 (stereo not drawn)	4	-1	-21	-5	12	5	-1	-7	-6	-12
CN(C)S(=O)(=O)c1ccc(C(=O)Nc2nc(-c3ccccc3)c(C(=O)c3ccccc3)s2)cc1	3	2	7	-5	-5	-8	1	10	1	5
CCOc1ccc(OCC(=O)NCCc2nc3ccccc3[nH]2)cc1	9	3	-9	-5	4	-4	-4	2	-2	3
O=C(N1CCCC1)C12CC3CC(C1)CC(C(=O)N1CCCC1)(C3)C2	-2	3	-1	13	0	1	2	-5	-3	3
CC(C)CNC(=O)COc1ncnc2ccccc12	3	1	-5	2	6	0	-3	8	-6	2
CCOC(=O)CN1C(=O)c2ccccc2Sc2ncccc21	2	7	3	-5	2	7	1	-21	-3	-6
Cc1cc(N2CCOCC2)nc(SCC(=O)OCc2ccccc2)n1	0	-1	-1	0	12	9	-1	10	-4	-3
O=C(/C=C/c1ccccc1)OCC(=O)N1CCCC1	0	11*	2	-5	-3	-15	-2	-14	4	-6
CCCCn1c(N)c(N(CCC(C)C)C(=O)C2=NN(c3ccccc3)C(=O)CC2)c(=O)[nH]c1=O	1	0	-6	-4	-1	-6	-1	1	3	-4
Cc1ccc(NC(=O)C2CCCN(C3=NS(=O)(=O)c4ccccc43)C2)c(O)c1 (stereo not drawn)	-7	0	16	0	9	9	0	-12	0	-8
CN(C)CCCn1c(NCc2ccc3c(c2)OCO3)nc2ccccc21	4	1	9	2	2	18*	3	-8	-1	1
Further results follow.
SMILES	Tn7 DDE FP	PLC-gamma1 inh	ADAM10 inh	ASAP1 GAP inh	ARFGAP1 inhibitor	SIAE inh	ADAM17 inh	TDP2 inh	Tn6 DDE FP	PLC-beta3 inh
Cc1cccc(Nc2nc(N)c([N+](=O)[O-])c(N3CCCC(C)C3)n2)c1 (stereo not drawn)	-3	5	17	1	1	-4	9.0*	5	5	7
CCc1noc(C)c1C(=O)Nc1cccc(S(=O)(=O)N(C)c2ccccc2)c1	-6	-2	6	10	0	-7	1	3	3	-5
CCc1ccc(C=NC23CN4CN(CN(C4)C2)C3)s1	-4	-5	-2	0	-5	1	-1	8	2	1
CCOC(=O)Cn1nnnc1C(C(C)C)N(Cc1cccs1)Cc1cc2cc(C)ccc2[nH]c1=O (stereo not drawn)	1	-4	-4	-1	-3	-4	-2	-6	-7	-3
Cc1ccccc1CC1(CO)CCCN(Cc2ccc3c(c2)OCCO3)C1 (stereo not drawn)	9	0	10	5	-6	-3	-4	-3	-4	2
Cn1c(/N=C/c2ccc3c(c2)OCO3)nc2ccccc21	2	-2	-1	4	-4	-8	-3	-3	0	2
